FLuc modulator – firefly luciferase modulation, counter-screen for miR-21 project; P08659; purified FLuc, Km substrates, luminescence inhibition; Potency, µM (top dose mostly 57.5 µM), without a hit: at the top dose activity change, negative = inhibition, most hits filed as inhibitors; hit rate 6.9% among 360,000; AID 588342; active means well fitted inhibition curve with a large enough effect; inconclusive means small, poorly fitted or top-dose-only effect;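 further: plate controls were vehicle for no effect and reference inhibitor for full effect; nearly all actives have a fitted effect of over 55% in size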
Target sequence (P08659 whole entry, looked up): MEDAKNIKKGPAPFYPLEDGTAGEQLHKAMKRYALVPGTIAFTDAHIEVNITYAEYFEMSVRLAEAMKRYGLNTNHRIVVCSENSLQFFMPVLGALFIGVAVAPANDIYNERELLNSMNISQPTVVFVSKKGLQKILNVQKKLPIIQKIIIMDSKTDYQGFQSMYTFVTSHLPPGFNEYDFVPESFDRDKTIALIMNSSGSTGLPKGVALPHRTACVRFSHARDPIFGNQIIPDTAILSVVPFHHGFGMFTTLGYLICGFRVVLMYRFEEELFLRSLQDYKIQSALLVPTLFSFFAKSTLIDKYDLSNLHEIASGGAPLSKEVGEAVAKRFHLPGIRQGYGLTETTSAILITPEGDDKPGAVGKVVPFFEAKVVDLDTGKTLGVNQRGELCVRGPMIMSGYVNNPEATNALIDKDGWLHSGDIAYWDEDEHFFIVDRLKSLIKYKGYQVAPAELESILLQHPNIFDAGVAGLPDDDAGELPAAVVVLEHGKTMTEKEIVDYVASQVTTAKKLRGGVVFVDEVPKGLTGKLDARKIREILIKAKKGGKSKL
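Biochemical qHTS of compounds, final roughly 60 µM downward over six points, against 10 nM purified firefly luciferase using Km concentrations of substrates (10 uM D-luciferin, 10 uM ATP) in Tris acetate pH 7.5 buffer; luminescence output.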
Numbers without * were called inactive; ? = inconclusive. Potency means the concentration at half of the fitted maximal effect.

SMILES	FLuc modulator
O=C(c1ccc2c(c1)N(Cc1cccc(Cl)c1)C(=O)c1ccccc1S2(=O)=O)N1CCCCCC1	4%
COc1cc(OC)c(NC(=O)Cn2c(=O)cc(C)c3c(C)nn(-c4ccc(C)cc4)c32)cc1Cl	-7%
O=C(NCc1ccccc1)c1cccc(NC(=O)N2CCSc3ncccc32)c1	3%
COc1ccc(/C=C/c2nc(-c3ccccc3O)n(-c3ccccc3)n2)cc1OC	-5%
O=C(CC1C(=O)N(c2ccccc2)C(=O)N1CCC1=CCCCC1)Nc1ccc(F)cc1 (centres undefined)	?
COc1ccc(Cl)cc1NC(=O)CCC(=O)N1CCOc2ccccc21	5%
Cc1cc(NC(=O)c2cccs2)cc(-c2nc3cc(Cl)ccc3o2)c1O	-5%
CCOc1ccccc1NC(=O)N1CCN(C)c2ncccc21	0%
CCOC(=O)C1CCC(CN(Cc2cccc(Br)c2)S(=O)(=O)c2ccc(Cl)cc2)CC1 (centres undefined)	0%
O=C(CC1N=C2c3ccccc3N=C(SCc3ccc(F)cc3)N2C1=O)NCc1ccc2c(c1)OCO2 (centres undefined)	-15%
COc1ccc2nc(NC(=O)c3ccc(S(=O)(=O)N4CCC(C)CC4)cc3)sc2c1	?
Cc1ccc(CNC(=O)CN2N=C(c3ccc(C)cc3)CCC2=O)cc1	-14%
O=C(CSc1oc(-c2ccco2)nc1S(=O)(=O)c1ccc(Cl)cc1)c1ccc(Cl)cc1	-5%
O=C1CC(c2ccccc2)Sc2ccccc2N1Cc1ccccc1F (centres undefined)	?
CCOc1ccc(C(=O)OCc2cc(=O)n3cc(C)sc3n2)cc1	-1%
Cc1ccc(-n2c(=O)c3ccc(C(=O)NCc4ccccc4Cl)cc3n(CC(=O)Nc3cccc(Cl)c3)c2=O)cc1	2%
Cc1cccc(NC(=O)CSc2cn(CC(=O)N3CCOCC3)c3ccccc23)c1C	-1%
CC(=O)C1=C(c2ccc(F)cc2)N(C(C)=O)n2c(nnc2C2CCCCC2)S1	3%
CC(=O)c1ccc(NS(=O)(=O)c2ccc(Br)s2)cc1	?
CCOC(=O)c1c(NC(=O)COc2ccccc2)sc(C(C)=O)c1C	-5%

Sorted by SMILES length (ascending): 4 of the compounds above.
SMILES	FLuc modulator
CCOc1ccccc1NC(=O)N1CCN(C)c2ncccc21	0%
Cc1ccc(CNC(=O)CN2N=C(c3ccc(C)cc3)CCC2=O)cc1	-14%
COc1ccc2nc(NC(=O)c3ccc(S(=O)(=O)N4CCC(C)CC4)cc3)sc2c1	?
CCOC(=O)C1CCC(CN(Cc2cccc(Br)c2)S(=O)(=O)c2ccc(Cl)cc2)CC1 (centres undefined)	0%

Looked up one by one from the list above (3):
SMILES	FLuc modulator
COc1ccc2nc(NC(=O)c3ccc(S(=O)(=O)N4CCC(C)CC4)cc3)sc2c1	?
Cc1ccc(-n2c(=O)c3ccc(C(=O)NCc4ccccc4Cl)cc3n(CC(=O)Nc3cccc(Cl)c3)c2=O)cc1	2%
COc1ccc(Cl)cc1NC(=O)CCC(=O)N1CCOc2ccccc21	5%

(more compounds)
SMILES	FLuc modulator
CCOc1ccc(C2c3c(-c4ccccc4O)n[nH]c3C(=O)N2Cc2cccnc2)cc1OC (centres undefined)	1%
O=C(c1ccc2c(=O)n(CCc3ccccc3)c(=O)[nH]c2c1)N1CCN(c2ccc(Cl)cc2)CC1	-1%
CCCCc1nc2ccccc2n2c(-c3ccc(C)cc3)c3c(=O)n(C)c(=O)n(C)c3c12	6%
COc1ccc(N2CC(NC(=O)/C=C\c3ccccc3)CC2=O)cc1 (centres undefined)	-6%
CCOc1ccc(CNC(=O)c2sc3ncnc(N(C)C4CCCCC4)c3c2C)cc1	-2%
CCOC(=O)c1c(C)[nH]c(CCC(=O)NCc2cc(Br)ccc2OC)c1C	-8%
COc1ccc(C)cc1Nc1nc(-c2cccc(Cl)c2)c2c(n1)-c1ccccc1OC2	?
CC(C)c1ccccc1NC(=O)CSc1nnc(COc2ccccc2Cl)o1	?
CCOC(=O)Cn1c(=O)n(-c2cccc(Cl)c2)c2nc(-c3ccccc3Cl)nc(C(N)=O)c21	-7%
CCOC(=O)c1ccc(N2C(=O)c3n[nH]c(-c4cccs4)c3C2c2cccc(OC)c2)cc1 (centres undefined)	11%
Cc1ccc(/C=C/c2onc(C)c2S(=O)(=O)N2CCC(C(=O)N3CCN(c4cccc(C)c4)C(C)C3)CC2)cc1 (centres undefined)	0%
CCc1ccccc1NC(=O)Cn1ncc2c(C)n(Cc3ccccc3F)c(C)c2c1=O	-2%
Cc1ccc(CCNC(=O)c2c(C)oc3ncnc(N4CCOCC4)c23)cc1	-2%
CCCCOC(=O)c1ccc(NC(=O)CSc2nc3c(c(=O)[nH]2)CCC3)cc1	8%
CCCCOc1ccc(C2c3c(oc4ccccc4c3=O)C(=O)N2c2nc(C)c(C(=O)OCC)s2)cc1OC (centres undefined)	-1%
CCCS(=O)(=O)N1CCCC(C(=O)NCCOC)C1 (centres undefined)	2%
Cc1noc(Cn2c(=O)c3cc4c(cc3n(CC(=O)Nc3ccccc3Br)c2=O)OCO4)n1	-8%
CCC(=O)N1c2ccc(S(=O)(=O)NCc3ccc(F)cc3)cc2CC1C (centres undefined)	5%
COc1ccc(CNC(=O)c2ccc3[nH]c(C)c(C)c3c2)c(OC)c1	-10%
CCCc1nnc(NC(=O)c2cc(=O)c3cc(Cl)ccc3o2)s1	?

Single values from above.
CCCCOC(=O)c1ccc(NC(=O)CSc2nc3c(c(=O)[nH]2)CCC3)cc1 @ FLuc modulator = 8%
O=C(c1ccc2c(=O)n(CCc3ccccc3)c(=O)[nH]c2c1)N1CCN(c2ccc(Cl)cc2)CC1 @ FLuc modulator = -1%

Next part.
SMILES	FLuc modulator
CC1Cc2cc(S(=O)(=O)CCC(=O)NCc3ccccc3Cl)ccc2N1C(=O)C1CC1 (centres undefined)	-1%
O=C(O)CC(NS(=O)(=O)c1ccc(Cl)s1)c1ccccc1 (centres undefined)	?
COc1ccc(CNC(=O)C2(c3cccs3)CCOCC2)cc1	-2%
CC(C)c1cc(-c2nc(-c3ccc(Cl)cc3)no2)n[nH]1	9.5µM*
COCCCNC(=O)CSc1nc2c(sc3ccccc32)c(=O)n1CCc1ccccc1	-6%
COc1ccc(Cn2c(=O)c3cccnc3n(Cc3cccc(OC)c3)c2=O)cc1	-17%
CCOc1ccc(OCC)c(NC(=O)Cn2nc(CC)n3c(cc4sccc43)c2=O)c1	-2%
O=C(Nc1ccc(-c2cn3cccnc3n2)cc1)c1ccccc1F	?
COc1ccc(-c2nn(-c3ccc(F)cc3)c3c2cnc2cc4c(cc23)OCO4)cc1	3%
O=C(Nc1cc(Cl)cc(Cl)c1)c1ccc(F)c(S(=O)(=O)NC2CCCC2)c1	3%
Cc1ccccc1N1CC(C(=O)Nc2ccc(Br)cc2)CC1=O (centres undefined)	2%
COc1ccc(OC)c(-n2cnc3cc(C(=O)NC4CCCCCC4)ccc32)c1	?
Cc1ccc2c(C)c(C(=O)N3CCC(c4nc5ccccc5s4)CC3)oc2c1C	?
O=S(=O)(c1ccc(-c2csc(=Nc3ccc(F)cc3)n2CCCCCCO)cc1)N1CCCC1	-8%
CCOc1cc(C#N)c(-n2nnc3c(sc4nc(C)cc(C)c43)c2=O)cc1OCC	-6%
COC(=O)c1ccc(Cl)cc1NC(=O)N(Cc1ccc(C)o1)C1CCN(C(C)=O)CC1	5%
COc1ccccc1NC(=O)CN1C(=O)C2(SCC(=O)N2c2ccc(C)c(C)c2)c2ccccc21 (centres undefined)	4%
Cc1ccc(C)c(CN2C(=O)CSc3ccc(C(=O)NCc4ccccc4)cc32)c1	5%
CCn1c(=N)c(C(=O)NCC2CCCO2)cc2c(=O)n3cc(C)ccc3nc21 (centres undefined)	-1%
CCn1cc(C(=O)NCc2ccc(F)cc2)c(=O)c2cc(S(=O)(=O)N(C)C)ccc21	-5%
O=C(Nc1c(C(=O)O)oc2ccccc12)c1ccc(C(F)(F)F)cc1	9.5µM*
CCOc1ccc(C2c3[nH]c4ccccc4c3CCN2C(=O)CCc2ccccc2)cc1 (centres undefined)	3%
Fc1ccc(C2=NC(c3cccc(C(F)(F)F)c3)=Nc3ccccc3N2)cc1	5%
Cc1ccc(S(=O)(=O)C(CNC(=O)C(=O)NCCc2ccc(F)cc2)c2cccs2)cc1 (centres undefined)	-3%
Cc1ccc(CN2CCC(CNC(=O)c3cc4ccc5cccnc5c4[nH]3)CC2)cc1	-2%
CCn1cc(CNC(=O)c2cc(-c3ccc(C)c(C)c3)nc3ccccc23)c(C)n1	2.4µM*
O=S(=O)(NCc1csc(-c2ccccc2)n1)c1ccccc1	-17%
Cc1cc(NC(=O)c2ccc(-c3ccc(Br)cc3)o2)cc(-c2nc3ncccc3o2)c1O	3%
Cc1csc2nc(COC(=O)COc3ccccc3F)cc(=O)n12	-11%
CCOc1ccc(C(=O)Nc2ccc3nc(SCC(=O)N(C)c4ccccc4)sc3c2)cc1	?
Cc1csc2nc(COc3ccc(NC(=O)c4ccccc4F)cc3)cc(=O)n12	-2%
COCCN1C(=O)c2[nH]nc(-c3c(C)cc(C)cc3O)c2C1c1cccc(O)c1 (centres undefined)	-8%
COc1ccc(CNC(=O)c2cc3c(-c4ccccc4F)nn(C)c3s2)c(OC)c1	2%
Cc1cccc(NC(=O)CSc2nc(=O)n(Cc3ccco3)c3c2CCC3)c1C	-12%
Cc1ccc(C)c(N2CCN(S(=O)(=O)c3ccc(-c4cc(C(F)(F)F)on4)s3)CC2)c1	-5%
CC(=O)N1CCOc2cc(S(=O)(=O)Nc3cc(C(F)(F)F)ccc3Cl)c(C)cc21	1%
Cc1ccc(Cl)cc1NC(=O)c1sc2nc(C)c(C)c(C)c2c1N	2%
Cc1ccc(-c2cc(C(=O)N3CCN(S(=O)(=O)c4ccc(Br)s4)CC3)[nH]n2)c(C)c1	-1%
Oc1ccccc1-c1nc(/C=C/c2ccccc2Cl)no1	0.19µM*
O=S(=O)(c1ccccc1)c1nc(-c2cccs2)oc1N1CCCCC1	-11%
O=C(CN1CCCN(Cc2cccc(Cl)c2)S1(=O)=O)Nc1ccc2c(c1)OCCO2	-18%
O=C(NCCc1ccc(F)cc1)C(=O)NCC(c1ccco1)S(=O)(=O)c1ccccc1 (centres undefined)	5%
COc1ccccc1CNC(=O)CCc1c(C)nn(-c2ccc(N3CCOCC3)nn2)c1C	-3%
O=C(NCc1ccc(F)cc1)C1CCN(c2ncnc3c2nc2n3CCCCC2)CC1	-1%
COc1cccc(C(c2sc3nc(-c4ccco4)nn3c2O)N2CCN(c3ccccc3F)CC2)c1 (centres undefined)	?
CCOc1cc(CNCCSc2nnnn2-c2ccccc2)ccc1OC	-1%
COc1ccc(C(=O)N2CCC(c3ccncc3)CC2)cc1OC	3%
COc1ccccc1CNC(=O)c1ccc(-c2nc(CS(=O)(=O)c3ccc(C)cc3)c(C)o2)cc1	-4%
COC(=O)c1sc2cccc(F)c2c1S(=O)(=O)Nc1ccc(N(C)C)cc1	-9%
CCc1ccccc1NC(=O)C1CCCN(c2nnc(-n3c(C)ccc3C)s2)C1 (centres undefined)	-3%
CCN(C(=O)c1cc2c(Cl)nc3ccc(C)cc3c2s1)c1cc(OC)ccc1OC	1%
Cc1ccc(C(=O)COC(=O)c2cc(-c3cccs3)nc3ccccc23)cc1	2.4µM*
COc1ccc(Cn2c(SCc3ccc(C(=O)NCc4cccs4)cc3)nc3cccnc32)cc1	?
COc1ccc(S(=O)(=O)N(CC(=O)NCc2ccccc2OC)c2ccc(C)cc2)cc1	-7%
Cc1c(NC(=O)c2cc3ccccc3o2)cccc1-c1nc2ccccc2o1	?
CN1CCN(C(=O)c2ccc3c(c2)N(Cc2ccc(Cl)cc2)C(=O)c2ccccc2S3(=O)=O)CC1	0%
COc1ccc(N(C(=O)c2ccc(Cl)cc2)S(=O)(=O)c2ccc(C)cc2)cc1	-2%
CCN(Cc1ccc(OC)cc1)c1ccc(-c2nc(-c3ccncc3)no2)cc1[N+](=O)[O-]	?
Cc1ccc(C)c(NC(=O)c2ccc3c(c2)CCN3S(=O)(=O)c2ccccc2)c1	-6%
CCOc1ccc(Nc2nc3c(S(=O)(=O)c4ccc(CC)cc4)nnn3c3ccc(Cl)cc23)cc1	2%

Some of the entries so far, with bars between the fields.
Molecule | FLuc modulator
COc1ccccc1NC(=O)CN1C(=O)C2(SCC(=O)N2c2ccc(C)c(C)c2)c2ccccc21 (centres undefined) | 4%
Cc1ccc(C)c(CN2C(=O)CSc3ccc(C(=O)NCc4ccccc4)cc32)c1 | 5%
CCn1c(=N)c(C(=O)NCC2CCCO2)cc2c(=O)n3cc(C)ccc3nc21 (centres undefined) | -1%
CCn1cc(C(=O)NCc2ccc(F)cc2)c(=O)c2cc(S(=O)(=O)N(C)C)ccc21 | -5%

(listing goes on)
SMILES	FLuc modulator
COc1ccccc1CNC(=O)c1cnc2sc(N3CCCCCC3)nn2c1=O	-14%
COc1ccc(OC)c(NC(=O)CSc2n[nH]c(-c3ccccc3Cl)n2)c1	?
CCOC(=O)Cc1ccc(NC(=O)N2CCC(CN3CCCCCC3)CC2)cc1	-1%
Cc1ccc(S(=O)(=O)N2CCCc3cc(NC(=O)c4ccccc4Cl)ccc32)cc1	3%
COc1ccc(CC(=O)NCc2ccc3c(c2)CCN3C(C)=O)cc1OC	-8%
CCCCC(=O)N1c2ccccc2C(C)(c2ccccc2)CC1(C)C (centres undefined)	4%
CN(C(=O)C(=O)Nc1ccc2nc3n(c(=O)c2c1)CCCCC3)c1cccc(C(F)(F)F)c1	-1%
Cc1ccc(CSC2=Nc3ccccc3C3=NC(CC(=O)NC4CCCCC4)C(=O)N23)cc1 (centres undefined)	2%
COc1ccc(Nc2nc3ccc(Cl)cc3n3nnnc23)cc1OC	?
Cc1cccc2sc(N(Cc3cccnc3)C(=O)c3cccs3)nc12	?
O=C(NCCc1ccccc1)C1(c2cccs2)CCOCC1	-1%
COC(=O)c1ccc(NC(=O)CC2C(=O)N(c3cccc(C)c3)C(=O)N2C2CCCC2)cc1 (centres undefined)	-6%

Source: PubChem (National Center for Advancing Translational Sciences (NCATS))

Only part of the results is shown; count on the stated rates, not on these rows.
